Cdc42 wt GTP: human Cdc42 wildtype GTP binding change, either direction. percent activity (GTP binding), % at 10 µM. GST-Cdc42 beads, Bodipy-GTP binding, flow cytometry; actives lie on both sides. 190,000 tested, 0.2% active;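 active means percent activity GTP binding at least 20 points away from the 100% baseline, either down as inhibitor or up as activator; inconclusive means compound flagged as likely green fluorescent from well-wide comparison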;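 further: median bead fluorescence of bound Bodipy-FL-GTP at 100 nM; 0% = excess unlabeled GTP control and 100% = no compound control; below 100% means less GTP binding so inhibitor and above means activator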
Target sequence (P60953 whole entry, looked up): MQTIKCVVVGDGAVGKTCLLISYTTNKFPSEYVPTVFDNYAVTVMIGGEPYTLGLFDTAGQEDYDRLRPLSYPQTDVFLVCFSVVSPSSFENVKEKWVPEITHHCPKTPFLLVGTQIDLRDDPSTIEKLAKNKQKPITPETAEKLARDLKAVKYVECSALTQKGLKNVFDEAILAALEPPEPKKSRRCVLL
ABCG2 inh: blocks JC-1 efflux by human ABCG2 transporter. IgMXP3 cells, flow cytometry. inhibition, % at 6.6 µM. 190,000 tested, 0.1% active. AID 1325;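 active means inhibition above 80%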;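 further: 0% = DMSO and 100% = nicardipine control wells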
Target sequence (Q9UNQ0 whole entry, looked up): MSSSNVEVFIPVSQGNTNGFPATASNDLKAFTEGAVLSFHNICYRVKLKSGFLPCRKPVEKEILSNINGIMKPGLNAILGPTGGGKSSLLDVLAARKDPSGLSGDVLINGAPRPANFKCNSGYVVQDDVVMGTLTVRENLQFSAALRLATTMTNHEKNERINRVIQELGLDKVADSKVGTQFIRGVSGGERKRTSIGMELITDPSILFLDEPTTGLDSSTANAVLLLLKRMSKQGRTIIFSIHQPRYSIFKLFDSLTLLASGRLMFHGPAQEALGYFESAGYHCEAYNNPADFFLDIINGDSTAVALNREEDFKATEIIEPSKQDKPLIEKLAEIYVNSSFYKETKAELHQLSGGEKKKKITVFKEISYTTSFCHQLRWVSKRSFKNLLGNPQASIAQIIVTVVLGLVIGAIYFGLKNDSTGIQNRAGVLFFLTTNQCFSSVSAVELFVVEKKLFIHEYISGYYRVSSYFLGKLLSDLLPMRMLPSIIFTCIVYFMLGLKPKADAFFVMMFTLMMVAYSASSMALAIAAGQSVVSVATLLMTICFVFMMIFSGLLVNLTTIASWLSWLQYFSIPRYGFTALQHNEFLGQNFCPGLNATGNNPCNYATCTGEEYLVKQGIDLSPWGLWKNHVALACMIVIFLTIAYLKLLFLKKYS
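Test system: IgMXP3 cells (ABCG2) mixed with DDAO far-red-labelled CCRF-Adr cells (ABCB1). Reagent: JC-1 transporter substrate. Compound dosing: single test compound dose, 6.6 µM final. Times: 10 min compound exposure, 25 °C. Detection: flow cytometry of retained JC-1 fluorescence. Read-out basis: efflux inhibition in percent versus controls. Controls: nicardipine and DMSO wells.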
HRas wt GTP bind: human HRas wildtype GTP binding, change in either direction; GTP binding activity, % at 10 µM; 190,000 tested, 0.14% active; GST-Ras wt beads, Bodipy-FL-GTP binding, flow cytometry; actives lie on both sides;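 active means GTP binding activity at least 20% away from the 100% baseline, either lowered as inhibitor or raised as activator; inconclusive means flagged as likely green fluorescent, judged across all proteins in the well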;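 further: 0% = unlabeled GTP competition control and 100% = no-compound control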
Target sequence (P01112 whole entry, looked up): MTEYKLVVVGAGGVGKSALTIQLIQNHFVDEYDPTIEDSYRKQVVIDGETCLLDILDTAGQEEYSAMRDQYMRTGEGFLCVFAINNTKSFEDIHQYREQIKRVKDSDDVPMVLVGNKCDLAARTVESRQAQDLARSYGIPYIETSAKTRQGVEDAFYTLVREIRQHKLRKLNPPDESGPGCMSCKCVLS
Avidin fluor: compound fluoresces at 488/530 nm on avidin beads | compound fluorescence 488/530 nm, flow cytometry; stronger effect = higher value | fluorescence (KMESF) at 10 µM | 220,000 tested, 0.38% active | AID 1775; in the data active means fluorescence above about 47; further: inactives centre near 10
Pf gamet viab: kills late stage P. falciparum gametocytes; 150,000 tested, 0.065% active; P. falciparum stage V gametocytes, ATP luminescence, 24 h; inhibition, % at 10.9 µM;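 active means inhibition above the mean plus 3 SD of compounds within the control limits, set per campaign, cut at about 38% in these data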;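 further: 0% = DMSO wells and 100% = medium only without gametocytes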
Rac1 wt modul: human Rac1 wildtype GTP binding, inhibitors and activators; P63000; GST-Rac1 beads, fluorescent GTP binding, flow cytometry; actives lie on both sides; 0 = cold GTP competed, 100 = untreated; GTP binding activity (% of control), % at 10 µM; 190,000 tested, 0.27% active;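 active means GTP binding activity at least 20 points away from the 100% control level, either lower or higher; inconclusive means compound flagged as likely green fluorescent, judged across all proteins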
Rab7 wt GTP bind: alters GTP binding to wildtype dog Rab7; 190,000 tested, 0.055% active; GTP binding activity (percent of control), % at 10 µM; GST-Rab7 beads, fluorescent GTP binding, flow cytometry; actives lie on both sides; untreated = 100%, excess cold GTP = 0%;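 active means fluorescent GTP binding to Rab7 beads changed by at least 20 points from the 100% baseline, either direction, mostly lower; inconclusive means compound itself probably fluorescent, or too few beads counted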;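 further: median green fluorescence of bound Bodipy-FL-GTP per Rab7 bead population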
Rab2 wt GTP: changes GTP binding to wildtype dog Rab2A, up or down | AID 760 | 190,000 tested, 0.19% active | GTP binding activity, % at 10 µM | P61105 | GST-Rab2 wt beads, Bodipy-GTP binding, flow cytometry;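 active means GTP binding activity at least 20 points away from 100%, either lowered or raised; inconclusive means signal likely due to the compound's own green fluorescence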;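 further: 0% = beads with excess unlabeled GTP and 100% = no-compound control corrected for plate trend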
ABCB1 inh: inhibitors of human ABCB1 transporter, ABCG2 counter-screen; inhibition, % at 6.6 µM; AID 1326; 190,000 tested, 0.067% active; CCRF-Adr cells, JC-1 efflux, flow cytometry; P08183; in the data active means inhibition above about 40%;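 further: 0% = vehicle and 100% = reference inhibitor; higher value means more JC-1 retained so stronger ABCB1 efflux block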
Rac1 mut GTP: modulators of GTP binding to human Rac1 activated mutant. GST-Rac1 activated beads, fluorescent GTP binding, flow cytometry; actives lie on both sides; 100% means binding = to untreated wells. 190,000 tested, 0.11% active. percent activity (GTP binding), % at 10 µM. P63000;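 active means GTP binding at least 20 percentage points away from the 100% baseline, in either direction, so actives lie on both sides; inconclusive means Compound likely fluorescent itself, or too few beads counted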
Mcl1 Noxa PPI: Mcl-1/Noxa interaction inhibition | Q07820 | TR-FRET Mcl-1/Noxa peptide binding, 2 h | inhibition, % at 21.7 µM | 220,000 tested, 1.5% active;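 active means compounds that cut the protein-peptide binding signal by more than 50% relative to plate controls in a single-dose test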;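 further: His-tagged Mcl-1 with rhodamine Noxa BH3 peptide and terbium anti-His antibody; 0% = Mcl-1 plus Noxa peptide wells and 100% = peptide-only wells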
An asterisk follows results filed as active; ? = inconclusive; / = no result given.

SMILES	Cdc42 wt GTP	ABCG2 inh	HRas wt GTP bind	Avidin fluor	Pf gamet viab	Rac1 wt modul	Rab7 wt GTP bind	Rab2 wt GTP	ABCB1 inh	Rac1 mut GTP	Mcl1 Noxa PPI
O=C(Nc1cccc(F)c1)c1ccco1	99	6	98	6	-10	99	98	99	0.3	99	15
CC1(C)OC(=O)C(=CNC(CO)C(=O)O)C(=O)O1 (centres undefined)	98	0	96	6	/	100	98	95	0.7	94	11
Cc1cc(SCC(=O)c2cccs2)n2nc(C)c(-c3ccc(Cl)cc3)c2n1	101	0	100	11	8	102	97	98	-0.8	101	3
O=c1cc(CSc2ccc(S(=O)(=O)N3CCCCC3)cn2)nc2sccn12	91	2	96	5	3	99	98	95	0.5	96	7
COc1ccc(Cc2noc(-c3ccc(C)cc3)n2)cc1	102	0	101	9	/	108	100	103	0.1	102	-7
COC1(OC)N=C(N)C2(C#N)C(c3ccc(F)cc3)C12C#N (centres undefined)	101	3	98	5	/	99	98	98	0.5	98	33
COc1ccc(N2C(=O)CC(N3CCN(Cc4ccc5c(c4)OCO5)CC3)C2=O)cc1 (centres undefined)	99	-2	101	24	4	99	98	101	-0.1	99	7
CCn1c(SC)nnc1C1CCN(S(=O)(=O)c2ccc(OC)cc2)CC1	97	1	100	29	/	97	98	96	0.3	95	9
COc1ccc(C)c2sc(N(CCCN(C)C)C(=O)c3ccc(S(=O)(=O)N(C)C)cc3)nc12	101	-1	99	6	-5	100	102	96	0.5	94	13
CCC(CC)c1nnc(NS(=O)(=O)Cc2ccccc2)s1	102	2	101	10	-5	104	103	102	1.1	99	18
O=C(Nc1nnc(Cc2ccccc2)s1)c1ccco1	99	2	99	12	/	99	95	96	0.4	97	-13
COc1ccccc1CN1C[C@@H]2C[C@@H](c3[nH]c4ccc(C)cc4c3C)N3CCC[C@@]23C1=O	97	5	100	10	22	95	102	99	1.8	96	10
Cc1c(NS(=O)(=O)c2ccc(NCCN3CCOCC3)c([N+](=O)[O-])c2)c(=O)n(-c2ccccc2)n1C	98	3	95	10	-10	100	88	95	0.6	99	7
CCCCn1c(C)nc2c(=O)n(C)c(=O)[nH]c21	95	1	95	11	-23	91	90	93	0.3	94	-16
CC1(C)N=C(SCC(=O)Nc2ccc(Cl)cc2)C(c2ccc(Cl)cc2)=N1	106	2	104	4	/	108	104	105	0.2	100	-3
CC(=O)c1cc2c(cc1NC(=O)c1cc(C)nn1-c1ccccc1)OCO2	103	15	103	7	/	108	100	102	1.4	101	-10
O=C(COC(=O)CCc1c[nH]c(=O)[nH]1)Nc1ccccc1Cl	103	0	103	14	-38	110	98	100	0.3	100	12
CCOC(=O)COc1ccc(S(=O)(=O)NCC2CCCO2)cc1 (centres undefined)	97	2	95	6	-2	98	95	95	0.8	92	0
COc1ccc(-c2cc(=O)[nH][nH]2)cc1	101	1	101	7	/	108	99	98	-0.1	99	2
CCOC(=O)C(NCCc1ccccc1)(NC(=O)CC)C(F)(F)F (centres undefined)	100	17	103	6	10	106	101	101	1.0	102	-4

3 compounds from above, sorted by the value under ABCG2 inh, highest first.
Molecule,ABCG2 inh
CCC(CC)c1nnc(NS(=O)(=O)Cc2ccccc2)s1,2
COc1ccc(-c2cc(=O)[nH][nH]2)cc1,1
Cc1cc(SCC(=O)c2cccs2)n2nc(C)c(-c3ccc(Cl)cc3)c2n1,0

Carrying on.
SMILES	Cdc42 wt GTP	ABCG2 inh	HRas wt GTP bind	Avidin fluor	Pf gamet viab	Rac1 wt modul	Rab7 wt GTP bind	Rab2 wt GTP	ABCB1 inh	Rac1 mut GTP	Mcl1 Noxa PPI
O=S(=O)(Nc1ncccn1)c1ccc(NC(=S)NCCc2ccccc2)cc1	98	-1	98	5	-20	98	109	101	-0.4	97	3
COc1cccc(=O)c2c(C)n(CC(=O)c3ccccc3)c(C)c12	?	0	?	11	-34	?	?	?	0.3	?	31
COc1ccc(C(=O)c2c(C)oc3cc([N+](=O)[O-])c(O)c([N+](=O)[O-])c23)cc1	89	4	90	11	/	86	90	89	0.1	85	/
CC(=O)NC1N=C(C)N(c2ccccc2)C1=O (centres undefined)	104	3	99	3	11	101	96	99	0.8	97	23
CCC(=O)Nc1nnc(Sc2ccc(N(C)C)cc2)s1	103	3	103	14	15	101	95	103	0.9	101	14
CCOc1cc(CNc2ccc3c(c2)CCC3)ccc1O	102	1	99	5	/	104	98	98	0.2	100	9
CCCN1CN(Cc2ccccc2)CC2=C1CC(C)(C)CC2=O	103	2	102	12	/	100	104	101	0.6	99	8
COc1ccc(OC)c(C2CC(=O)c3c([nH]c(C(=O)OCC4CCCO4)c3C)C2)c1 (centres undefined)	105	2	103	8	/	105	102	102	-1.7	100	3
CC(C)C(=O)NC(C)C(c1cccs1)N1CCN(C)CC1 (centres undefined)	?	6	?	24	/	?	?	?	0.6	?	6
CC(=O)c1c(C)[nH]c(C(=O)N(CCc2ccccc2)Cc2ccccc2)c1C	94	5	95	10	-6	88	95	97	2.7	96	3
S=c1[nH]nc(CNc2cccc(Cl)c2)o1	98	0	97	11	-14	98	96	96	0.0	95	17
CCCn1c(C)cc(-c2csc(N)n2)c1C	102	1	101	10	/	103	103	101	0.1	99	31
O=C(Nc1ccc(Cl)cc1)Nc1cccc(C(=O)O)c1	94	1	93	22	-13	94	94	93	0.2	94	-10
O=C(Nc1ccon1)C1CCN(S(=O)(=O)c2cccs2)CC1	98	0	98	46	-32	100	97	99	0.0	98	7
Cc1ccc(-c2n[nH]c(=O)c3ccccc23)cc1S(=O)(=O)Nc1ccccc1	97	1	101	13	15	98	100	101	-0.3	99	2
O=C1CCCC(O)=C1C1C2=C(CCCC2=O)OC2=C1C(=O)CCC2	99	0	100	12	1	98	107	101	-0.6	95	6
Cc1oc2c(CN3CCCC3)c(O)ccc2c(=O)c1Oc1ccccc1Br	101	0	101	9	-3	102	99	100	0.0	100	13
O=C(NNc1ccc(Cl)nn1)c1ccc(Cl)cc1	100	-6	99	4	-7	106	100	98	0.1	100	-2
Clc1ccccc1CSc1nnc(-c2cccnc2)n1Cc1ccco1	98	3	101	9	8	96	101	103	1.2	97	10
O=C(CCSc1nnc2scc(-c3ccccc3)n12)Nc1nc(-c2ccccc2)ns1	100	0	103	8	-8	108	102	102	-0.2	99	-11
Nc1c(C(=O)NCCC2=CCCCC2)sc2ccc(S(=O)(=O)N3CCCCC3)cc12	101	20	103	6	-18	111	104	101	3.0	100	6
COc1ccc(-c2nc(CSCC(=O)N3CCN(C)CC3)c(C)o2)cc1OC	101	-1	104	13	/	109	105	104	-2.2	101	9
COC(=O)c1sccc1NC(=O)c1ccc(C)o1	101	9	101	12	/	103	98	100	0.6	100	5
O=C(O)C1=C[C@@H](c2coc3ccccc3c2=O)C[C@@H](OCCCCO)O1	95	-1	95	6	15	98	102	96	-0.5	95	-14
CCOC(=O)C1=C(C)NC(=O)NC1c1ccc(NC(C)=O)cc1 (centres undefined)	104	0	101	37	/	103	98	102	0.0	100	10
Cc1cc(C2C(=O)C(C(=O)c3ccc(Cl)cc3)C(=O)CC2(C)C)on1 (centres undefined)	100	1	100	34	/	105	98	103	1.1	98	19
O=C(Cc1ccc(-n2c(=O)c3ccccc3n(Cc3ccccc3F)c2=O)cc1)NCC1CCCO1 (centres undefined)	103	0	102	11	11	103	104	100	0.9	100	-12
CC1CCC2C(C1)Nc1c(C(=O)O)cccc1C2(C)C (centres undefined)	89	0	88	8	-2	91	89	88	-0.1	87	-3
Cc1nc2cc(NC(=O)COc3ccccc3C#N)ccc2n1-c1ccccc1	106	1	103	26	/	108	100	103	1.0	102	11
CCCCCCCCCOC1OC(CO)C(O)C(O)C1NC(C)=O (centres undefined)	104	7	101	16	0	105	99	100	0.3	100	9
CCOC(=O)C1CCN(C(=O)/C(C)=C\c2ccccc2)CC1	100	11	98	11	0	97	102	99	1.8	96	3
CC1(C)NC(=O)N(CCCCOc2cccc(C(F)(F)F)c2)C1=O	100	2	101	7	/	103	100	100	0.5	99	15
Cc1cc(S(=O)(=O)Nc2c(C(=O)O)[nH]c3ccccc23)ccc1F	101	-1	99	12	-22	102	96	100	-0.2	97	0
CC(C)CCCCCCNC(=S)Nc1ccc(S(=O)(=O)N2CCOCC2)cc1	96	4	97	2	9	98	95	98	1.4	94	12
O=C1CCCS(=O)(=O)c2ccccc21	94	-4	96	8	7	96	103	98	-0.7	94	-5
CC1=CCC(C(=O)O)(C(=O)N/N=C/c2cccnc2)C(c2ccccc2)C1 (centres undefined)	95	4	96	10	12	99	97	96	1.2	95	10
CCOC(=O)C1CCCN(Cc2nc(Cc3cccc(F)c3)no2)C1 (centres undefined)	99	10	96	7	2	100	99	98	0.8	96	24
Cc1cc2nnn(-c3nnc(-c4ccccc4)c4ccccc34)c2cc1C	98	10	99	11	4	96	96	96	1.7	93	1
O=C(NC1CC1)C1=C[C@H](c2csc3ccccc23)C[C@H](OCCCCO)O1	97	7	98	6	/	95	103	97	0.6	96	5
COc1cccc(-c2noc(-c3ccc(Cl)nc3)n2)c1	101	8	100	9	-7	100	103	98	0.3	97	5
CC(C)(C)C(=O)Cn1nc(Cl)nc1Cl	93	0	100	20	/	97	101	97	0.2	93	7
N#CC(C(=O)C1CCCCC1)c1nc2ccccc2[nH]1 (centres undefined)	100	6	102	13	/	104	103	102	1.1	99	-28
O=S(=O)(c1ccccc1C(F)(F)F)N1CCC(n2cnc3ccccc32)CC1	98	1	96	3	5	100	95	99	0.9	96	14
O=C(/C=C/c1ccccc1Cl)NC(=S)Nc1ccccc1C(=O)NC1CCCCC1	106	0	104	7	/	105	103	104	-0.1	100	9
O=C(C#Cc1cccc([N+](=O)[O-])c1)c1ccccc1	78*	2	85	12	/	89	92	87	0.4	78*	3
COc1ccc(N(CC(=O)N2CCCCC2)S(=O)(=O)c2c(C)nn(C)c2C)cc1	95	4	96	7	/	96	96	96	0.9	96	3
C=C(C)C1Cc2c(C)nn(-c3cccc4ccccc34)c2C1 (centres undefined)	99	2	100	6	/	102	100	99	0.5	98	5
CC(C)C1CC(c2csc(N)n2)CCO1 (centres undefined)	106	10	102	8	/	107	102	100	1.1	99	5
